# Source: PubChem BioAssay (National Center for Advancing Translational Sciences (NCATS))
# Akt phos inh: HTS Assay for Inhibitors of Akt Phophorylation: Primary Screen | Neuro2A IGF-stimulated pAkt S473 HTRF, 20 min; hits give low values | activity change, % for hits at 50 µM | actives 0.32% (n = 360,000) | AID 651550, 2012; in the data active means activity change below about -80%; inconclusive means mostly about -51% to -80%; further: on the % scale 0 is the no-effect control and ±100 the full control effect
#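 Neuro2A cells in DMEM with 0.5% FBS, overnight at 37 deg C, given compound at single 50 µM final, then IGF (6 nM final) for 20 min at 37 deg C. Lysed; phospho-Akt Ser473 by HTRF after 24 h, 665/615 ratio.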
# Abeta rescue: qHTS for compounds that reverse cellular toxicity of Amyloid beta (A-beta) peptide in yeast: Primary Screen; yeast expressing A-beta42, growth rescue, OD600, 48 h; response scale: 0% DMSO, 100% iron-clioquinol control; Potency, µM (highest dose often 46.1 µM), for inactives: at the top dose growth rescue, most hits filed as activators; actives 0.063% (n = 410,000); further: potency means the concentration at half of the fitted maximal effect; nearly all actives have a fitted effect of over 55% in size
#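 Growth rescue measured by 600 nm absorbance after 48 h yeast culture at 30 C with compound. Values normalized between DMSO and an equimolar ferric chloride plus clioquinol control.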
# TDP43 rescue: qHTS of TDP-43 Inhibitors. TDP-43 expressing yeast growth rescue, BacTiter-Glo, 24 h. Potency, µM (top dose mostly 46.1 µM), for inactives: at the top dose growth rescue (activation), actives largely listed as activators. actives 1.8% (n = 410,000). AID 652104, 2013; further: potency means the concentration at half of the fitted maximal effect; % of control where 0% means no effect; nearly all actives have a fitted effect of over 50% in size
#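 Cell-based yeast growth screen: TDP-43 expression induced in galactose, inoculum OD600=0.02 after raffinose pregrowth to mid-log. Read-out BacTiter-Glo luminescence at 24 hr, 30 deg C; inhibition of toxicity seen as signal increase.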
# aSyn rescue: qHTS of alpha-syn Inhibitors. Yeast expressing alpha-synuclein, growth rescue, BacTiter-Glo, 24 h. Potency, µM (doses to about 46.1 µM), inactives show at the top dose growth rescue (activation), hits mostly activators. actives 0.14% (n = 370,000). AID 652106, 2013; further: potency means the concentration at half of the fitted maximal effect; % of control where 0% means no effect; nearly all actives have a fitted effect of over 65% in size
#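 Readout is rescue of growth in alpha-synuclein-expressing yeast, so inhibitors of toxicity appear as activators. Growth after 24 hr at 30 deg C in galactose medium is quantified by luminescence.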
# GLP1R ag: qHTS of GLP-1 Receptor Agonists; HEK293 GLP-1R CRE-luciferase, luminescence, 4-6 h; cells express a hypersensitive GLP-1R form; Glucagon-like peptide 1 receptor (Homo sapiens), P43220; actives 0.007% (n = 380,000); Potency, µM (doses to about 45.6 µM), for inactives: at the highest dose activation, most hits filed as activators; further: potency means the concentration at half of the fitted maximal effect; % of control where 0% means no effect
# Target sequence (P43220 whole entry, looked up): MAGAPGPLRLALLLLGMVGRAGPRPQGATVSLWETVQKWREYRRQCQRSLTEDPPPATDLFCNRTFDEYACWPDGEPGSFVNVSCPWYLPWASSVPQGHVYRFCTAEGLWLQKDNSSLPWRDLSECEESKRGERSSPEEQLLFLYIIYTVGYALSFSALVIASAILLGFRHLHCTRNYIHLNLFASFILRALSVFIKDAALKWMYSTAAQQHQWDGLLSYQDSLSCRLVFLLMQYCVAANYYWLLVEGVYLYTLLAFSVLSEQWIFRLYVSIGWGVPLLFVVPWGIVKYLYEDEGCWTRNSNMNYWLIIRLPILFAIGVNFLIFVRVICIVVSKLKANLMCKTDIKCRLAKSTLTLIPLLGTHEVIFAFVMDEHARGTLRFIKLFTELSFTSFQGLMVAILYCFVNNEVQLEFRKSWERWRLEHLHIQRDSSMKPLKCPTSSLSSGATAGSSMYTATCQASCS
# GLP-1R inv ag: qHTS of GLP-1 Receptor Inverse Agonists (Inhibition Mode) | Glucagon-like peptide 1 receptor (Homo sapiens), P43220 | Potency, µM (highest dose often 38.3 µM), without a hit: at the highest dose activity change, negative = inhibition, most hits filed as inhibitors | HEK293 GLP-1R CRE-luciferase, luminescence, 24 h; GLP-1R form is constitutively active | AID 624417, 2012 | actives 1.6% (n = 410,000); further: potency means the concentration at half of the fitted maximal effect; on the % scale 0 is the no-effect control and ±100 the full control effect; nearly all actives have a fitted effect of over 55% in size
#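 Stable HEK293 clone (constitutively active GLP-1R + cAMP-response luciferase); 200 cells/uL plated, 12 h pre-culture, compound 24 hr, 37 deg C/5% CO2; detection reagent 12 min RT; luminescence.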
# FUS yeast rescue: qHTS for Suppressors of FUS Proteinopathy: Primary screen using FUS-linked yeast assay; S. cerevisiae FUS-expressing, growth rescue, OD600, 24 h; Potency, µM (doses to about 76.6 µM), for the others: at the highest dose growth rescue (activation), most hits filed as activators; actives 0.24% (n = 390,000);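 further: potency means the concentration at half of the fitted maximal effect; plate controls were DMSO vehicle for no effect and reference control for full effect; nearly all actives have a fitted effect of over 55% in size; some results filed as inactive show a strong effect at the top dose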
#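 Galactose (2%) drives FUS expression in yeast precultured in raffinose; seeding density OD 0.005. Test compounds incubated 24hr at 30C and 99% humidity before absorbance at 600 nm was measured.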
# PTHR1 agonist: qHTS for PTHR1 Agonists: Primary Screen. Potency, µM (highest dose often 115 µM), inactives show top-dose activation, usual class: activators. actives 0.075% (n = 410,000). Parathyroid hormone/parathyroid hormone-related peptide receptor (Homo sapiens), Q03431. HEK293 GP2 PTHR1 cells, GloSensor cAMP luminescence, 1 h; further: potency means the concentration at half of the fitted maximal effect; nearly all actives have a fitted effect of over 55% in size; some results filed as inactive show a strong effect at the top dose; inactives centre near -15; many of its hits are not listed in these tables
#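 HEK-293-derived GP2 cells expressing PTHR1 and a GloSensor cAMP reporter, 3,000/well, plated overnight, given luciferin plus IBMX (each 0.5 mM as added) for 1 h at 37 °C, then compound for 1 h at 37 °C. Luminescence was read after 15 min at room temperature.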
# D3 antag: qHTS of D3 Dopamine Receptor Antagonist: qHTS. D(3) dopamine receptor (Homo sapiens), P35462. D3R cells, DiscoveRx beta-arrestin luminescence, antagonist mode; hits give low values. max response, negative = inhibition, %. actives 2.5% (n = 360,000). AID 652054, 2013; in the data active means max response below about -50%; inconclusive means no clear call, values can overlap the other calls; further: on the % scale 0 is the no-effect control and ±100 the full control effect; mostly tested at two doses, the higher about 12 µM
# Target sequence (P35462 whole entry, looked up): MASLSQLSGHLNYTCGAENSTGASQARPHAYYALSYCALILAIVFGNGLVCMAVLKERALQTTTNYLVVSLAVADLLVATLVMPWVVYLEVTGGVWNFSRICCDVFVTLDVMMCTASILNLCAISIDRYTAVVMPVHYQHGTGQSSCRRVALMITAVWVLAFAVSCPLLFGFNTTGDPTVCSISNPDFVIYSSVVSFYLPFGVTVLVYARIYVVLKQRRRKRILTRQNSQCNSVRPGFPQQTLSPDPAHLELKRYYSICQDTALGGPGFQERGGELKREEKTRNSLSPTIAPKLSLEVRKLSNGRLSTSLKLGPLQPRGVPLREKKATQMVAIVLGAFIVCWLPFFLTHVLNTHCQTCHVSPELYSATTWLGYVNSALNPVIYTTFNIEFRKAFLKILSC
#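 Cells plated overnight at 1500 cells/well, then exposed to library compounds with dopamine controls for 90 minutes at 37 degrees C. DiscoveRx reagent added for 30–60 minutes at room temperature; luminescence read, quantitative HTS format.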
# An asterisk follows results filed as active; i = inactive; ? = inconclusive; / = not tested or not shown; & = joins results of further samples; [ ] = remark or other dose. Unless noted, the call rests on the fitted dose curve; in most records, active means well fitted curve in the direction sought with a large enough effect; inconclusive means small, poorly fitted or top-dose-only effect, or another doubt; inactive means no such curve, though single readings can be large; an effect the other way counts as inactive or inconclusive.
compound | Akt phos inh | Abeta rescue | TDP43 rescue | aSyn rescue | GLP1R ag | GLP-1R inv ag | FUS yeast rescue | PTHR1 agonist | D3 antag
COC(=O)Cn1c(=NC(=O)c2ccc(Cl)s2)sc2cc(C)ccc21 | i | 9% | 6% | -1% | 0% | 17% | / | i | -14
COc1cc(C(=O)N/N=C2\CCS(=O)(=O)c3ccc(F)cc32)cc(OC)c1OC | i | -12% | -5% | -5% | -3% | -2% | -1% | -47%[inhibitor] | -18
Cn1c(CN2CCOCC2)nnc1SCC(=O)NCCc1ccccc1 | i | -3% | 16% | -8% | -6% | 4% | 23% | i | 12
O=C1CNC(=O)N1CC(O)Cn1c2ccccc2c2ccccc21 (stereo unspecified) | i | -3% | -3% | 0% | 7% | -10% | -15% | i | 20
Cc1cc(OCC(=O)NCCO)cc(C)c1Cl | i | -11% | -26% | 1% | -4% | -20% | 29% | 0% | -18
CCOC(=O)[C@H]1[C@H]2COc3ccc(Cl)cc3[C@@H]2N2C(=O)CN(CC3CCCO3)C(=O)[C@@]12C (stereo partly specified) | i | 4% | 25% | 1% | 1% | -3% | 3% | i | 1
COc1cc(OC)c(OC)cc1CNC(=O)c1cc(=O)[nH]c2ccccc12 | i | -3% | -20% | -3% | 5% | -1% | 8% | i | 15
CC(=O)c1c(C)n(C)c2ccc(OC(=O)c3ccc([N+](=O)[O-])cc3)cc12 | i | -8% | -6% | -1% | -2% | 21% | -15% | -22% | 2
CCCCN(CCCNC(=O)CN1N=C(c2ccccc2)CCC1=O)c1ccccc1 | / | 11% | -1% | / | / | 10µM* | 21% | i | /
CC(=O)N1CCOCCOCCN(C(C)=O)CCOCC1 | i | 7% | -25%[0.397 µM] | -9% | 10% | 31% | 8% | i | 0
CC(C)(C)OC(=O)N1CCC(c2c(C(=O)NCCc3ccsc3)cnn2-c2ccc(F)cc2F)CC1 | / | 12% | ? | / | / | ? | ? | i | /
CC1(C(=O)NS(=O)(=O)c2ccccc2C(F)(F)F)CCN1C(=O)C1CCCCC1 (stereo unspecified) | i | 1% | 20% | -1% | -9% | 26% | -8% | i | -7
Cc1cc(=O)oc2cc(OCC(=O)NCCN3CCOCC3)ccc12 | i | 2% | -6% | -4% | -4% | 3% | 8% | i | 5
Cc1nn(CC(=O)NCCN2CCOCC2)c(=O)c2cc3sccc3n12 | / | 1% | 18% | -8% | 3% | 1% | -27% | i | 1
C/C(=N\NC(=O)c1c(C)nc2ccccn12)c1ccc(C(C)(C)C)cc1 | i | -11% | -15% | -11% | 23% | -4% | 9% | i | -5
N#Cc1nc(-c2ccco2)oc1NCc1ccc(F)cc1 | i | -17% | 23% | -16% | 10% | 9% | 0% | -3%[57.5 µM] | -15
CCOc1ccc(C(=O)NC2CCN(CC(=O)NCc3cccs3)CC2)cc1 | i | -23% | -6% | 0% | -1% | 5% | 22% | i | 16
N#CC1(c2ccccc2)CCCN1C(=O)c1ccccc1Br (stereo unspecified) | i | -7% | -9% | -4% | -18% | -3% | -14% | -18% | -23
CC(C)CC(NC(N)=O)C(=O)Nc1ccc(Cl)c(Cl)c1 (stereo unspecified) | i | -5% | 17% | -3% | -1% | -28% | 10% | -1% | -5
CC12CCC(C(=O)N(CC(O)CN3CCN(Cc4ccccc4)CC3)C1=O)C2(C)C (stereo unspecified) | i | -6% | 2% | 2% | 3% | ? | 13% | -1% | -11
CSCCC(NC(=O)c1ccco1)C(=O)OCC(=O)N(Cc1ccccc1)C(C)(C)C (stereo unspecified) | i | 5% | 25% | 1% | -2% | -12% | 24% | i | 4
CNC(=O)c1nc(C)n(-c2ccc(Cl)cc2Cl)n1 | i | -4% | 9% | 22% | 0% | 0% | 3% | i | 4
COc1ccccc1C(=O)Nc1sc2c(c1C#N)CCC2 | i | -13% | -6% | 1% | 0% | 17% | 21% | -6% | -12
O=C(NCC(=O)N1CCN(c2ccccn2)CC1)c1ccc(Br)o1 | i | 8% | -5% | -1% | -4% | 7% | 22% | i | 12

# Two of these compounds in a different format:
C/C(=N\NC(=O)c1c(C)nc2ccccn12)c1ccc(C(C)(C)C)cc1
  Akt phos inh = i
  Abeta rescue = -11%
  TDP43 rescue = -15%
  aSyn rescue = -11%
  GLP1R ag = 23%
  GLP-1R inv ag = -4%
  FUS yeast rescue = 9%
  PTHR1 agonist = i
  D3 antag = -5

CNC(=O)c1nc(C)n(-c2ccc(Cl)cc2Cl)n1
  Akt phos inh = i
  Abeta rescue = -4%
  TDP43 rescue = 9%
  aSyn rescue = 22%
  GLP1R ag = 0%
  GLP-1R inv ag = 0%
  FUS yeast rescue = 3%
  PTHR1 agonist = i
  D3 antag = 4

# More structures.
# Value order – Akt phos inh, Abeta rescue, TDP43 rescue, aSyn rescue, GLP1R ag, GLP-1R inv ag, FUS yeast rescue, PTHR1 agonist, D3 antag
CCc1ccc(OCC(=O)NCC(c2ccc(Cl)cc2)N2CCOCC2)cc1 (stereo unspecified)
 : /, 10%, ?, /, /, ?, 31%, -17%, /
O=C(Oc1ccccc1F)c1ccc2c(=O)n3c(nc2c1)CCC3
 : i, -10%, -7%, 2%, 12%, -2%, 15%, i, -15
N=c1n(CCN2CCCC2)c2ccccc2n1CC(O)c1ccco1 (stereo unspecified)
 : i, 8%, 4%, 10%, -16%, -7%, 12%, -2%[57.5 µM], 14
CCOc1ccccc1NS(=O)(=O)c1cc2c3c(c1)CC(=O)N3CCC2
 : i, -12%, -14%, 0%, 8%, 34%[activator], 14%, -7%, -5
Cc1ccc(Nc2nc(C(=O)N3CCC(C(=O)NC(C)C)CC3)cs2)cc1
 : i, 11%, 9%, 2%, 13%, 12%, -20%, -12%, -9
Cc1sc2c(c1C)c(=O)n(-c1ccc(Cl)cc1)c(=O)n2Cc1cc(=O)n2ccccc2n1
 : i, 0%&-17%, 13%&19%, -2%, 0%, -2%&-1%, -7%&17%, i, -55*
CC1CCN(S(=O)(=O)c2ccc(NC(=O)CCNC(=O)c3ccc(Cl)cc3)cc2)CC1
 : i, 2%, -8%, 5%, 13%, 14%, 4%, -15%, -16
CC(Sc1ccccc1)C(=O)NN=C1CCN(C)CC1 (stereo unspecified)
 : i, -10%, 6%[9.22 µM], -5%, 2%, -3%[7.66 µM], 27%, -7%, 4
COc1ccc(C(Sc2ccccc2)c2ccccc2)cc1OC (stereo unspecified)
 : i, -19%, -1%, -6%, -2%, ?, 17%, -10%, 0
COc1ccc(N(CC(=O)NCC2CCCO2)C(=O)CCC(=O)Nc2nccs2)c(OC)c1 (stereo unspecified)
 : i, 0%, -8%, -1%, -2%, 3%, 15%, 9%, -18
Cc1ccc(CNc2nc3c(S(=O)(=O)c4ccc(C)c(C)c4)nnn3c3ccc(Cl)cc23)cc1
 : /, -8%, 15%, /, /, -12%, -17%, i, /
Cc1cc(NC(=O)CN2C(=O)NC(C)(CCc3ccccc3)C2=O)no1 (stereo unspecified)
 : i, 7%, -2%, -21%, -4%, 4%, -9%, i, -6
CSc1nc2ccccc2cc1/C=C(\C#N)c1cccc(C)c1
 : i, -6%, 23%, 7%, -11%, ?, 0%, i, -1
CC(=O)Nc1nc2ccc(C(=O)NC3CCCCC3)cc2s1
 : i, 11%, 20%, 2%, 4%, 14%, -10%, i, 15
CC(C)(C)C(=O)O/N=C(\N)c1c(Cl)cccc1Cl
 : i, -12%, 13µM*, 3%, 5%, -5%, 3%, -4%, 1
Cn1c(=O)c2c(nc(C3CC4C5CCC(C5)C4C3)n2C)n(C)c1=O (stereo unspecified)
 : i, 0%, 16%, -1%, 3%, -8%, /, -11%, 25
FC(F)(F)c1ccc(N2CCOCC2)c(NC2=NCCCCC2)c1
 : i, 15%, 2%, 1%, -8%, -10%, 9%, -3%[57.5 µM], ?
CCOc1ccc(-c2cc(NC(=O)c3ccc(C)cc3)c(C(=O)OC)s2)cc1
 : /, -13%, 6%, /, /, 5%, -3%, -5%, /
CCCCc1c(C)nc2c(OC)cccc2c1SCCC(=O)O
 : i, -18%, -7%, -3%, -1%, 9%, -10%, 13%, -5
Cc1ccc(-c2nn(CCC(=O)O)cc2CCC(=O)O)cc1
 : i, 0%, -15%, -1%, 24%, -4%, -21%, i, -14

# Reprinted from the listing (3 entries):
# Value order – Akt phos inh, Abeta rescue, TDP43 rescue, aSyn rescue, GLP1R ag, GLP-1R inv ag, FUS yeast rescue, PTHR1 agonist, D3 antag
Cc1ccc(CNc2nc3c(S(=O)(=O)c4ccc(C)c(C)c4)nnn3c3ccc(Cl)cc23)cc1
 : /, -8%, 15%, /, /, -12%, -17%, i, /
Cc1cc(NC(=O)CN2C(=O)NC(C)(CCc3ccccc3)C2=O)no1 (stereo unspecified)
 : i, 7%, -2%, -21%, -4%, 4%, -9%, i, -6
CSc1nc2ccccc2cc1/C=C(\C#N)c1cccc(C)c1
 : i, -6%, 23%, 7%, -11%, ?, 0%, i, -1

# The list is partial, so the mix of outcomes need not match the whole.
